Assay outcomes (PubChem)
ERp5 inh: blocks human ERp5 reductase activity on insulin; ERp5 insulin aggregation, absorbance 650 nm, 90 min; 350,000 compounds, 0.05% hits; inhibition, % at 9.99 µM;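 active = mean replicate inhibition above about 25%, with every replicate also reaching it, limit read from the data, passing the limit was not always enough; inconclusive = only one of those two criteria met; inactive = neither criterion met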
Target sequence (Q15084 whole entry, looked up): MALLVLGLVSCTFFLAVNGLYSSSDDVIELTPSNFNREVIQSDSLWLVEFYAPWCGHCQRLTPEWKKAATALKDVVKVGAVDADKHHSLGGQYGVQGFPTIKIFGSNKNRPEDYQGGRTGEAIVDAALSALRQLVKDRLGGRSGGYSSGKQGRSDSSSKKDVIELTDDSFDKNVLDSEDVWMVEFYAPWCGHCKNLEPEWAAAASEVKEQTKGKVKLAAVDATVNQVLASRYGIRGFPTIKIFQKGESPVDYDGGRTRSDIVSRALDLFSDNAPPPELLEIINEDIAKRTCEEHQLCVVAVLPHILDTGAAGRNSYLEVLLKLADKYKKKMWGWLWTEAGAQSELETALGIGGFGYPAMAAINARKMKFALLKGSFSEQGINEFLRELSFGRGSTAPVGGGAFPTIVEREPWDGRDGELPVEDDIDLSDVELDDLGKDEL
S100A4 inh HTS: S100A4-myosin IIA interaction inhibition. P26447. S100A4/TAMRA-MyoIIA peptide fluorescence polarization. inhibition, % at 10.7 µM. 360,000 compounds, 0.14% hits. AID 652163;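 active = mean inhibition of at least 70% across replicates, with every replicate also reaching that level; inconclusive = mean inhibition reaches 70% but some replicates fall short; inactive = mean inhibition below 70%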
Target sequence (P26447 whole entry, looked up): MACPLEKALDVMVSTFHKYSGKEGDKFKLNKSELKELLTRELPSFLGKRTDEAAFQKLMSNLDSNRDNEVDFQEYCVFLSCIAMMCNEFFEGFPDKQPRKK
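Assay system: human S100A4 monomer with TAMRA-labelled myosin IIA peptide / Buffer or medium: Calcium-containing HEPES buffer, pH 7.2 / Reagent: TAMRA-labelled myosin IIA heavy-chain peptide probe, 5 nM / Compound: one dose per compound / Timing: polarization read 5 min after assay mix addition, stable 5–60 min / Benchmarks: neutral control DMSO, positive control TFP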
Statin myotox sup: suppression of simvastatin myotoxicity; C2C12 myotubes + simvastatin, ATP luminescence, 48 h; scaled: DMSO 0, geranylgeraniol control 100; rescue of ATP level, % at 7.49 µM; 330,000 compounds, 0.78% hits; AID 602340;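 active = mean ATP rescue above about 67%, or every replicate alone reaching that limit, limit read from the data, passing the limit was not always enough; inconclusive = no clear call, values can overlap the other calls; inactive = mean under the limit and some replicate under it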;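 note: myotubes were challenged with 10 µM simvastatin during compound exposure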
E-selectin induc: E-selectin induction on HUVECs | P16581 | HUVEC E-selectin immunofluorescence imaging; normalized: neutral wells 0, TNF-alpha wells 100 | activation, % at 7.58 µM | 260,000 compounds, 0.37% hits;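 active = mean E-selectin-positive cell signal at least 10% of the positive control, reached in at least 60% of replicates, without over 20% cell loss; inconclusive = no rule given, readout overlaps actives, possibly toxicity-flagged; inactive = the rest, including those meeting only one limit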;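 note: in these data hits start at about 27%; measured in HUVEC primary endothelial cells; signal is the percent of cells scored E-selectin positive by PE staining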
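System: HUVEC / Compound: single concentration / Signal: immunofluorescence imaging / Read-out: percent E-selectin-positive cells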
DENV2 CPE rescue: DENV2-induced cell death inhibition; DENV2-infected cells, cytopathic effect rescue, plate reader; 350,000 compounds, 1.7% hits; CPE inhibition, % at 9.99 µM; in the data active = CPE inhibition above about 20%, passing the limit was not always enough; inconclusive = no clear call, values can overlap the other calls; tested in BHK-21 cells;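 note: 0% = median of neutral control wells and 100% = median of positive control wells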
SIRT5 block: sirtuin-5 (human) deacylase inhibition; Purified SirT5, succinyl-peptide AMC, trypsin-coupled fluorescence; inhibition, % at 15 µM; 330,000 compounds, 1.1% hits; Q9NXA8; in the data active = inhibition above about 15%; inconclusive = no clear call, values can overlap the other calls
Target sequence (Q9NXA8 whole entry, looked up): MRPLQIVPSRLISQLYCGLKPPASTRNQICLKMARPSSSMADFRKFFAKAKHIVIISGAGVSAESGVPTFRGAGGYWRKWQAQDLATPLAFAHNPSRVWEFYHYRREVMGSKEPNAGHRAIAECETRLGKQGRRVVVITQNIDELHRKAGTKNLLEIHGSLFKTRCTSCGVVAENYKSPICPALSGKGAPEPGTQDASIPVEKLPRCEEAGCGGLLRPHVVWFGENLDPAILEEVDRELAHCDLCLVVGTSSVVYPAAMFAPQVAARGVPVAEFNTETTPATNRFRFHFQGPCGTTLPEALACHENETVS
PglD inh: PglD (C. jejuni) enzyme inhibition. purified PglD enzyme, DTNB colorimetric CoA detection. inhibition, % at 12.5 µM. 360,000 compounds, 0.098% hits. AID 602405; in the data active = inhibition above about 16%, passing the limit was not always enough; inconclusive = no clear call, values can overlap the other calls; note: strong numbers were not always called active
Numbers without * were called inactive; ? = inconclusive; / = no result given; & = joins results of further samples. Some of the compounds tested (hit frequency here may not be typical).

Results follow in this order: ERp5 inh, S100A4 inh HTS, Statin myotox sup, E-selectin induc, DENV2 CPE rescue, SIRT5 block, PglD inh
> O=C(NC1CCCC1)C(c1ccccc1)N(C(=O)c1csnn1)c1ccccc1F (stereo not given)
→ 2, -2, 1, -0.1, 1, /, -3
> Cc1ccc(-n2ccc(=O)c(C(=O)Nc3ccc(S(=O)(=O)N4CCOCC4)cc3)n2)cc1
→ 6, -1, 4, /, 2, 5, -1
> O=C(Nc1ccc(-c2cscn2)cc1)C1CCCN(Cc2ccccc2)C1 (stereo not given)
→ -10, -9, -16, /, 1, -7, -5
> NS(=O)(=O)c1cccc(NS(=O)(=O)c2ccc3ccccc3c2)c1
→ 1, 0, 20, 0.1, 2, -13, -3
> O=C(NCc1ccccc1Cl)c1csc([C@@H]2C[C@H](O)[C@@H](CO)O2)n1
→ -1, -7, 12, 0.3, -3, -3, 3
> CC(=O)c1ccc(-c2c(CCO)sc3ccccc23)cc1
→ -1, 3, /, 0.9, -11, -3, /
> O=C(Nc1ccc(F)cc1)N1C[C@@H]2[C@H](c3ccccc31)[C@@H](CO)N2C(=O)c1ccccn1
→ /, -5, 7, 1.2, -4, /, 1
> Cc1nn(C)cc1CN1CCC(CO)(CCOc2ccccc2)CC1
→ -3, 2, /, 15, 10, 0, /
> O=C(COc1ccccc1)N1CCN(c2ncccn2)CC1
→ -1, -4, /, /, 4, -3, /
> O=C(C[C@H]1CC[C@H]2[C@@H](COC[C@H](O)CN2C(=O)Nc2ccc(Cl)c(Cl)c2)O1)NC1CCC1
→ -2, -3, -29, 0.1, 7, -2, -2
> COc1ccc(N(C(=O)c2snc(C(N)=O)c2N)C(C(=O)NC2CCCC2)c2cc(OC)ccc2OC)c(OC)c1 (stereo not given)
→ -2, 16, 27, 0.1, -3, -3, 0
> Cc1ccc(S(=O)(=O)N/N=C2\C(=O)C3(C)CCC2C3(C)C)cc1 (stereo not given)
→ 3, -1, -1, /, -4, 0, /
> CCC(C)C(NC(=O)C1CCC(=O)N1C(=O)OCc1ccccc1)C(=O)NC(Cc1ccccc1)C(N)=O (stereo not given)
→ 4, 17, -7, -0.2, 19, 12, -5
> COC(=O)NNC(=O)c1ccc(C)c(Br)c1
→ 3, 1, 9, 0.0, -1, -2, -7
> NC(=NC(=O)c1ccc(OCC(F)(F)F)nc1)c1ccccc1
→ 5, 1, /, 1.4, 5, 4, /
> C[C@@H]1CN([C@@H](C)CO)S(=O)(=O)c2ccc(C#CC3(O)CCCC3)cc2O[C@H]1CN(C)C(=O)Cc1ccccc1
→ -1, ?, -43, -0.1, ?, -3, -1
> CCOC(=O)C1CCN(S(=O)(=O)c2ccc3[nH]c(=O)c(=O)[nH]c3c2)CC1
→ 5, -13, /, /, -1, -2, /
> C[C@@H]1CN([C@H](C)CO)S(=O)(=O)c2ccc(C3=CCCCC3)cc2O[C@H]1CN(C)C(=O)C1CC1
→ 9, -2, -22, 0.5, -8, 2, 4
> COc1cc(C2C3=C(COC3=O)Oc3cc4c(cc32)OCO4)ccc1O (stereo not given)
→ -6, -5, /, 3.9, -5, -3, /
> CCOC(=O)N1CCN(CC(=O)Nc2ccccc2C(=O)Nc2ccccc2)CC1
→ -2, -2, 5, -0.5, 11, -4, -6
> CC(C)NS(=O)(=O)c1ccc(OCC(=O)N2CCc3ccccc3C2)cc1
→ 4, -3, /, /, 6, -3, /
> O=C(Nc1cccc(S(=O)(=O)NC2=NCCC2)c1)C1CCC1
→ -1, -1, /, -0.2, 18, -3, /
> O=C(COc1ccccc1[N+](=O)[O-])OC1CCS(=O)(=O)C1 (stereo not given)
→ -3, -6, 7, /, 12, 0, -10
> C[C@@H]1CCCCO[C@@H](CN(C)C(=O)CCC(F)(F)F)[C@@H](C)CN([C@@H](C)CO)C(=O)c2cc(NC(=O)Nc3ccccc3)ccc2O1
→ 0, -28, /, 1.1, 13, 1, 0
> CN(CC(=O)Nc1ccc(F)c(F)c1F)C(=O)Cn1cnc2c1c(=O)n(C)c(=O)n2C
→ 7, -3, 2, /, 19, 1, /
> O=C(Cc1ccncc1)N1CC[C@@H]2[C@H]1c1cc(-c3cccc(F)c3)ccc1N[C@@H]2CO
→ /, /, -29, -0.4, -13, /, -3
> CC1CCOC(c2coc3ccccc3c2=O)O1 (stereo not given)
→ -8, -2, /, /, 33*, -4, -8
> COc1cc(-c2coc3c(C(=O)NC4CCCCC4)cccc23)ccc1O
→ 13, -4, -9, 0.5, -12, 0, 3
> COC(=O)[C@]1(Cc2ccccc2CN=[N+]=[N-])N=C(c2ccc(OCCCO)cc2)O[C@@H]1c1ccccc1
→ -6, 6, /, /, -2, 5, -6
> C[C@@H]1CN([C@H](C)CO)C(=O)c2cccc(NC(=O)C3CC3)c2O[C@H]1CN(C)C(=O)Nc1ccc(F)cc1
→ 1, 2, 11, -0.2, 3, -7, 38

Single records, as listed above. Order of screens: ERp5 inh | S100A4 inh HTS | Statin myotox sup | E-selectin induc | DENV2 CPE rescue | SIRT5 block | PglD inh
C[C@@H]1CN([C@@H](C)CO)S(=O)(=O)c2ccc(C#CC3(O)CCCC3)cc2O[C@H]1CN(C)C(=O)Cc1ccccc1 as listed: -1 | ? | -43 | -0.1 | ? | -3 | -1
CCC(C)C(NC(=O)C1CCC(=O)N1C(=O)OCc1ccccc1)C(=O)NC(Cc1ccccc1)C(N)=O (stereo not given) as listed: 4 | 17 | -7 | -0.2 | 19 | 12 | -5
CCOC(=O)N1CCN(CC(=O)Nc2ccccc2C(=O)Nc2ccccc2)CC1 as listed: -2 | -2 | 5 | -0.5 | 11 | -4 | -6

(more compounds)
Results follow in this order: ERp5 inh, S100A4 inh HTS, Statin myotox sup, E-selectin induc, DENV2 CPE rescue, SIRT5 block, PglD inh
> CCOC(=O)N1CCN(Cc2nc3cc(NC(=O)CC)ccc3n2C)CC1
→ 5, -2, 0, 0.0, -9, 0, 2
> COc1ccc(/C(O)=C2/C(=O)C(=O)N(CCCN3CCOCC3)C2c2ccc(C)cc2)cc1 (stereo not given)
→ 0, 0, 4, /, 1, 3, 0
> COc1ccc(CNC(=O)c2cc(-c3ccccc3OC)on2)cc1
→ 13, -1, -4, /, 4, 0, -2
> CCCn1nc(NS(=O)(=O)c2ccc(F)cc2)c2cc3ccccc3nc21
→ -3, -6, -4, /, 1, 1, 1
> O=C1CCC(=O)N1CCC(c1ccc(F)cc1)c1ccco1 (stereo not given)
→ 4, -1, -5, /, 3, -2, 0
> O=C(O)C1CCCN1C(=O)C1CCN(S(=O)(=O)c2cccc(C(F)(F)F)c2)CC1 (stereo not given)
→ -2, -3, /, ?, 2, -2, /
> C=CC[C@@H](CC(=O)NCCO)C(=O)N[C@H](C)COC(=O)[C@@H](CC=C)Cc1ccc(F)cc1
→ -5, 0, 12, -0.1, -3, /, 3
> Cc1nc2c(-c3ccc(F)cc3)cnn2c(N)c1-c1ccc(F)cc1
→ 5, 2, -5, 0.0, 4, -10, -1
> CSc1ccc(S(=O)(=O)NCC(=O)OCCOc2ccccc2)cc1[N+](=O)[O-]
→ -1, -1, 6, /, 0, 0, /
> N#C[C@@H]1[C@@H](c2ccc(/C=C/c3ccccc3)cc2)[C@@H](CO)N1C(=O)C1CCCC1
→ -2, 4, 4, 1.1, 26*, 7, -5
> CCc1noc(C)c1C(=O)Nc1sc(C(=O)N(C)C)c(C)c1C#N
→ 2, 3, -7, 1.5, 0, 1, 1
> Cc1ccc(O)c(C(CC(=O)NC2CCCCC2)c2ccccc2)c1 (stereo not given)
→ -2, 2, /, /, 1, /, 8
> Cc1ccc([N+](=O)[O-])c2c1C(N1CCCCC1)C(C)(C)O2 (stereo not given)
→ 0, -16, /, /, 2, -1, /
> C[C@H](CO)N1C[C@H](C)[C@@H](CN(C)C(=O)c2ccc3c(c2)OCO3)Oc2cc(/C=C/c3ccccc3)ccc2S1(=O)=O
→ 1&4&-10, 64&-7&7, -13&-6&8, 0.1&0.1, -10&2&1, 16*, 6&-2&-2
> COC(=O)c1c(C)[nH]c(C(=O)OCc2csc(CC(=O)Nc3ccccc3C)n2)c1C
→ -6, -1, 1, 0.1, -8, /, 1
> O=C(O)C1Nc2c(O)cccc2C2C=CCC12 (stereo not given)
→ 5, -2, /, /, -2, 17*, /
> N#C[C@@H]1[C@H](c2ccc(-c3cccc(F)c3)cc2)[C@H](CO)N1C(=O)CN1CCOCC1
→ 8, 25, -11, -0.3, ?, -2, 1
> CCCN(C)C[C@H]1Oc2ncc(-c3cccnc3)cc2C(=O)N([C@H](C)CO)C[C@H]1C
→ -3, -10, 4, -0.6, 1, 6, -1
> COc1ccc(S(=O)(=O)Nc2cccc3c2O[C@@H](CN(C)S(=O)(=O)c2ccccc2)[C@H](C)CN([C@@H](C)CO)C3=O)cc1
→ /, /, -18, 0.9, -1, /, -1
> CCC(C)(C)NC(=O)CN(Cc1ccc2c(c1)OCO2)C(=O)CCC(=O)Nc1nccs1
→ 4, -4, 0, /, 4, -1, /
> Cn1cc(S(=O)(=O)N2CCCC(C(=O)O)C2)cn1 (stereo not given)
→ 0, 4, -1, /, -2, -1, 0
> COC(=O)C[C@@H]1C[C@@H]2c3cc(NC(=O)c4ccc5c(c4)OCO5)ccc3O[C@@H]2[C@@H](CO)O1
→ 1, 7, -7, 0.2, 0, -1, 2
> NC(=O)C1CCN(C(=O)/C=C/c2cccc(Br)c2)CC1
→ 4, 6, -2, 4.3, -1, -5, 0
> C[C@H]1CN([C@@H](C)CO)C(=O)Cc2cc(NC(=O)c3ccncc3)ccc2O[C@H]1CN(C)Cc1ccc(C(F)(F)F)cc1
→ -3, -4, 53, -0.1, 12, 7, 2
> Cc1ccc(C)c(N(CC(=O)NC(C)C)C(=O)CCC(=O)Nc2ccccn2)c1
→ 1, -1, 5, 0.0, -2, -3, -1
> CCCCn1nnnc1C(c1ccccc1)N1CCN(c2ccccc2OC)CC1 (stereo not given)
→ 2, 7, /, 0.4, 11, 2, /
> CC(C)c1ccc(C2(C)NC(=O)N(CC(=O)NC3CCCC(C)C3C)C2=O)cc1 (stereo not given)
→ 7, 6, 15, /, 6, -7, 0
> C[C@@H]1CN([C@H](C)CO)C(=O)c2c(c3ccccc3n2C)-c2ccccc2CO[C@@H]1CN(C)S(=O)(=O)c1cccc(F)c1
→ 3, 0, 11, 3.0, 5, 1, -1
> COc1cccc(CNS(=O)(=O)c2c(C)nc3scc(C)n3c2=O)c1
→ 0, 2, -11, /, -6, -5, 1
> Cc1cccc(NC(=O)CSc2nc3[nH]ncc3c(=O)[nH]2)c1
→ -2, -5, /, -0.5, 4, -3, /

Entries listed so far containing an aryl thioether with sulfur outside any ring:
Results follow in this order: ERp5 inh, S100A4 inh HTS, Statin myotox sup, E-selectin induc, DENV2 CPE rescue, SIRT5 block, PglD inh
> CSc1ccc(S(=O)(=O)NCC(=O)OCCOc2ccccc2)cc1[N+](=O)[O-]
→ -1, -1, 6, /, 0, 0, /
> Cc1cccc(NC(=O)CSc2nc3[nH]ncc3c(=O)[nH]2)c1
→ -2, -5, /, -0.5, 4, -3, /

(cont.)
Results follow in this order: ERp5 inh, S100A4 inh HTS, Statin myotox sup, E-selectin induc, DENV2 CPE rescue, SIRT5 block, PglD inh
> C/C(=N\NC(=O)Cn1nc(C)c(Br)c1C)c1cccs1
→ 5, 2, /, 0.3, ?, 0, -7
> COCC(=O)Nc1ccc2c(c1)[C@@H]1C[C@@H](CC(=O)NCc3ccc(-c4ccccc4)cc3)O[C@H](CO)[C@@H]1O2
→ 3, -13, 8, 0.0, -3, 0, -4
> Cc1ccc(-c2cc(-c3ccc(F)cc3)n[nH]2)c(O)c1
→ -4, 7, 6, /, 0, -2, 5
> C[C@H]1CN([C@@H](C)CO)C(=O)c2cc(-c3ccccc3F)cnc2O[C@H]1CN(C)C(=O)c1ccccn1
→ 1, -2, -4, -0.2, -11, 8, -1
> CO[C@@H]1CN(C)C(=O)c2ccc(NC(=O)C3CCC3)cc2OC[C@H](C)NC[C@@H]1C
→ 1, -1, -5, -0.1, 34*, -4, -3
